Screening results as filed in PubChem.
C2C12 statin = suppression of simvastatin myotoxicity. C2C12 myotubes + simvastatin, ATP luminescence, 48 h; scaled: DMSO 0, geranylgeraniol control 100. rescue of ATP level, % at 7.49 µM. 330,000 tested, 0.78% active. AID 602340;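 active means mean ATP rescue above about 67%, or every replicate alone reaching that limit, limit read from the data, passing the limit was not always enough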;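 further: myotubes were challenged with 10 µM simvastatin during compound exposure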
PGC1a acetyl inh = PGC1a acetylation modulation, inhibitor mode; U2OS PGC1a acetylation, AlphaScreen anti-acetyl-lysine; with virally co-expressed GCN5 acetyltransferase; inhibition, % at 15.6 µM; 350,000 tested, 0.17% active;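 active means every replicate shows inhibition of at least 40%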;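 further: 0% = neutral control wells and 100% = positive control wells; some results beyond the cut were filed as inactive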
XiGFP reactiv = X-chromosome reactivation activator. XiGFP mouse fibroblasts, % GFP-positive cells imaging, 3 d; cells co-treated with 5-aza-dC sensitizer; scaled so ellipticine positive control = 100%. activation, % at 7.58 µM. 360,000 tested, 0.055% active. AID 743238;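 active means mean normalized replicate activation at least 10% and every replicate at or above 10%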;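 further: 0% = median of on-plate neutral control wells and 100% = ellipticine 6 µM median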
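System: 68-5-11 XiGFP fibroblast line | Buffer or medium: DMEM containing 5-aza-dC | Compound: Single point | Times: Compounds 3 days, fix/stain 15 min at room temperature | Benchmarks: Positive control ellipticine, 6 µM final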
SIRT5 block = blocks human SIRT5 desuccinylation of peptide | Purified SirT5, succinyl-peptide AMC, trypsin-coupled fluorescence | Q9NXA8 | inhibition, % at 15 µM | 330,000 tested, 1.1% active; in the data active means inhibition above about 15%
Target sequence (Q9NXA8 whole entry, looked up): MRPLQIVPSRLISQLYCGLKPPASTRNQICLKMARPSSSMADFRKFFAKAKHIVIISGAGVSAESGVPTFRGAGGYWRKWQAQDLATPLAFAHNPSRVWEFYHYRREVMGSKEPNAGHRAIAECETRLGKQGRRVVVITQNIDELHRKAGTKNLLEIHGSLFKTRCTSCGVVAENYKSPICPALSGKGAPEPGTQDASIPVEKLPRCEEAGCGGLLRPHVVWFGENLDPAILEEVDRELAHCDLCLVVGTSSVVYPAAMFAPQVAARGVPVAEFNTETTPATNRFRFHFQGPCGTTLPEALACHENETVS
LGR2 inh = Drosophila LGR2 receptor signaling inhibition | inhibition, % at 9.99 µM | HEK293 LGR2, CRE-luciferase, bursicon-stimulated, 4 h | AID 720647 | 380,000 tested, 0.35% active;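 active means drop in luminescence signal, shown as inhibition above about 50% in the replicate tests, limit read from the data, passing the limit was not always enough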;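 further: agonist challenge used bursicon conditioned medium at about half maximal strength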
S100A4 inh HTS = S100A4-myosin IIA interaction inhibition; 360,000 tested, 0.14% active; AID 652163; inhibition, % at 10.7 µM; S100A4/TAMRA-MyoIIA peptide fluorescence polarization; P26447;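 active means mean inhibition of at least 70% across replicates, with every replicate also reaching that level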
Target sequence (P26447 whole entry, looked up): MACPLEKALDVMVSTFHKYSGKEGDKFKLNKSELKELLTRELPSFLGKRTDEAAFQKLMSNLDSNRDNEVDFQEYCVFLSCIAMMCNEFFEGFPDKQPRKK
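System – human S100A4 monomer protein, biochemical binding assay · Buffer or medium – Calcium-containing HEPES buffer, pH 7.2 · Timing – 5 min between mix addition and reading · Also added – TAMRA-labelled myosin IIA heavy-chain peptide probe, 5 nM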
Cneo AK release = Cryptococcus neoformans lysis via adenylate kinase release; C. neoformans lysis, adenylate kinase release luminescence, 4 h; normalised: neutral wells 0, clomiphene wells 100; lysis activity, % at 15 µM; 360,000 tested, 0.2% active;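 active means mean lysis activity across replicates of at least 80%, whatever share of replicates individually reach that level; inactive means mean lysis activity below 80%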
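Test system: log-phase Cryptococcus neoformans yeast cells. Input: 5 × 10^6 yeast cells/mL. Medium: fresh YPD growth medium. Doses: single dose. Incubation: static 4 h at 37 °C with compound, 1 h detection. Measured by: luminescent adenylate kinase detection reagent. Read-out: signal increase indicating cell lysis. Benchmarks: Clomiphene.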
ERAP1 inh = inhibitors of human ERAP1 aminopeptidase; Q9NZ08; recombinant ERAP1, Leu-AMC fluorescence, 60 min; inhibition, % at 10.7 µM; 340,000 tested, 0.15% active; AID 652197;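 active means mean replicate inhibition of at least 30%, or all replicates individually reaching that 30% level; inactive means mean below 30% and not every replicate reaching it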;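 further: 0% = neutral control wells and 100% = L-leucinethiol positive control wells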
Active calls of the source: *; x = no result given.

SMILES	C2C12 statin	PGC1a acetyl inh	XiGFP reactiv	SIRT5 block	LGR2 inh	S100A4 inh HTS	Cneo AK release	ERAP1 inh
C[C@H](O)C#Cc1ccc2c(c1)O[C@@H](CN(C)C(=O)CC1CC1)[C@@H](C)CN([C@@H](C)CO)S2(=O)=O	1.4	-10.0	-0.9	2.5	-6.0	2.6	67.2	3.3
Cc1cccc(N(CC(=O)NC(C)(C)C)C(=O)CS(=O)CC(=O)Nc2ccc3c(c2)OCO3)c1 (configuration not stated)	x	0.8	0.0	-3.0	21.9	-5.6	x	1.0
O=C(COc1ccc(Br)cc1Cl)NC1CCCCC1	x	x	0.0	-0.6	-75.1	1.4	x	-0.1
COc1ccc(C(=O)OCCN2CCN(C3=NS(=O)(=O)c4ccccc43)CC2)cc1OC	-6.2	x	0.2	-6.0	0.1	1.0	-0.1	-1.9
CCOc1ccc(-c2cc(C(=O)NCCCN3CCOCC3)c3ccccc3n2)cc1	-4.6	-5.6	0.0	-0.2	-13.1	0.2	-1.6	3.7
CC(C)CCN1C(=O)c2ccccc2C1c1nnnn1Cc1ccccc1 (configuration not stated)	x	x	0.1	-0.6	7.3	2.2	x	x
Cc1cccc(CN2CCc3c(OCC(=O)NCc4ccco4)cccc3C2=O)c1	x	x	0.3	x	-15.0	-5.1	x	1.1
C=C(C)CN1C(=O)C2(OCCO2)c2cc(Br)ccc21	x	-14.3	0.0	-4.7	-15.8	-5.0	-1.1	x
N#Cc1ccsc1NC(=O)COC(=O)c1ccc(NC(N)=O)cc1	11.9	-3.7	0.1	2.5	-46.4	-1.1	0.5	-1.9
CCC(=O)NC[C@H]1[C@@H](c2ccc(C3=CCCC3)cc2)[C@@H](CO)N1C(=O)CC	x	x	0.0	-3.5	-3.1	0.7	x	-4.6
C[C@H]1CN([C@@H](C)CO)C(=O)c2cc(NC(=O)C3CC3)ccc2O[C@H]1CN(C)S(=O)(=O)c1ccc(Cl)cc1	11.2	-2.6	0.1	-1.8	-8.7	-19.7	6.9	0.3
Cc1ccc(S(=O)(=O)N(C)C[C@@H]2OCCCC[C@@H](C)Oc3ccc(NC(=O)C4CCCCC4)cc3C(=O)N([C@H](C)CO)C[C@@H]2C)cc1	-39.6	-0.4	-1.1	x	21.6	x	-0.4	x
Cn1nc(C(C)(C)C)cc1C(=O)N1CCCCC1c1cc(C(=O)Nc2ccc(F)c(Cl)c2)no1 (configuration not stated)	-4.8	8.0	0.0	x	x	0.3	2.3	-1.0
O=C(NCCN1CCCC1)c1ccc2c(c1)N(Cc1cccc(Cl)c1)C(=O)c1ccccc1S2(=O)=O	-10.8	x	0.1	-1.0	6.3	-9.6	2.7	-3.5
O=C(NCC1CC1)[C@@H]1[C@@H](CO)[C@@H]2Cn3c(ccc(-c4ccccc4)c3=O)[C@@H]2N1Cc1cocn1	7.6	x	0.2	-6.0	-16.4	7.7	-3.5	2.3
N#C/C(=C\C=C\c1ccccc1)C(=O)N1CCCC1	-1.8	x	-0.1	0.6	-14.6	-22.5	x	-2.6
COc1ccc2oc(C(=O)OCC(=O)NCCc3ccccc3)c(C)c2c1	13.3	x	0.2	-2.8	-21.6	1.5	-0.8	-3.0
CC(C)NC(=O)N[C@H]1CC[C@@H](CCNC(=O)C2CCC2)O[C@H]1CO	-2.3	-7.5	-0.1	-0.1	4.0	-4.8	-3.2	-1.6
O=C(NC1CC1)C1=C[C@@H](c2csc3ccccc23)C[C@@H](OCCCCO)O1	7.0	-2.3	0.1	x	9.9	-10.2	-4.0	-1.2
Cc1cccc(C(=O)Nc2ccc(C(=O)N/N=C/c3cccnc3)cc2)c1	8.7	4.9	0.1	0.4	-13.9	1.2	0.3	0.4
CC(C)(C)NC(=O)CCN(/N=C/c1ccccc1)C1=NS(=O)(=O)c2ccccc21	-7.3	2.3	0.0	0.4	-8.4	1.1	-0.3	-0.4
COc1cc(CNC(=O)c2cnc(C)cn2)cc(OC)c1	2.3	8.9	-0.1	-5.0	1.8	-1.6	1.1	-2.1
Cc1ccc(-c2ccc3c(c2)O[C@@H](CN(C)C(=O)C2CC2)[C@H](C)CN([C@@H](C)CO)S3(=O)=O)cc1	3.3	-9.0	0.2	10.8	-20.2	-2.7	-7.8	3.8
C[C@@H]1CN([C@H](C)CO)C(=O)c2cccc(NC(=O)c3ccncc3)c2O[C@H]1CN(C)Cc1ccc(C(=O)O)cc1	7.7	11.8	0.0	2.0	-24.8	1.7	-1.5	-0.5
CCCCCCNC(=O)O[C@@]12CN(S(=O)(=O)c3ccc(C)cc3)C[C@]1(O)Cn1c(=O)n(CCCCCC)c(=O)n1C2	-3.1	68.9*	0.3	14.5	-9.1	0.5	1.8	0.0
CO[C@H]1CN(C)C(=O)c2ccc(NS(=O)(=O)c3ccccc3)cc2OC[C@@H](C)N(Cc2ccccn2)C[C@@H]1C	-13.8	0.7	0.2	x	-5.0	5.5	1.5	-0.9
COc1cc(NC(=O)Cn2cnc3ccccc3c2=O)c(OC)cc1Cl	6.7	x	0.1	-2.5	1.2	-2.6	0.8	14.6
CC(NC(=O)Cn1cc(C(F)(F)F)cc(Cl)c1=O)c1ccccc1 (configuration not stated)	2.2	x	0.4	-1.6	-3.3	-5.2	x	-1.5
C/C(NCCc1ccccc1)=C1/CCOC1=O	15.1	x	0.0	3.2	-5.2	-3.7	-1.9	2.8
S=C(Nc1cccc2ccccc12)NN1CCOCC1	1.3	-3.7	x	x	-19.5	x	0.5	x
CCN(CC)C(=O)C1=C(C)N(CCCOC)C(=O)C(CC(=O)NC(c2ccccc2)c2ccccc2)C1 (configuration not stated)	-3.8	4.0	-0.1	-0.8	10.6	-4.0	-5.5	-0.3
Cc1ccc2c(c1)C(c1ccccc1)N(C(=O)c1ccccc1[N+](=O)[O-])CC(=O)N2 (configuration not stated)	10.9	-17.3	0.0	-7.6	-4.8	5.2	0.7	-1.3
CCCCSCCCNC(=S)Nc1ccccc1C	13.8	5.1	0.0	3.3	-15.9	18.0	27.3	-5.6
Cc1cccc(N(CC(=O)NC(C)(C)C)C(=O)CCC(=O)Nc2ccccn2)c1	2.9	15.1	0.1	-6.7	6.9	2.1	-3.6	-1.3
O=C(CN1CCOCC1)N[C@@H]1CC[C@@H](CCn2cc(C3CC3)nn2)O[C@@H]1CO	4.8	1.8	0.6	-8.5	25.1	-1.1	0.4	-1.1
CN(C)C(=O)C[C@H]1CC[C@@H](NC(=O)c2ccc(F)cc2)[C@@H](CO)O1	-0.7	8.7	0.0	-0.6	-5.1	8.1	2.3	0.6
COc1ccc(CNC(=O)COC(=O)CC(NC(N)=O)c2ccc(Cl)cc2)cc1OC (configuration not stated)	5.3	-2.6	0.4	-3.2	3.2	-0.2	-0.4	3.5
CCC(=O)N1C[C@H](C)[C@H](OC)CN(C)C(=O)c2cc(NC(=O)C3CCOCC3)ccc2OC[C@@H]1C	-4.7	2.2	0.7	x	3.9	-2.0	-3.9	-0.7
Nc1ccc2oc(C3CCCCC3)nc2c1	x	x	0.2	x	-33.1	-4.3	x	-1.9
O=C(C[C@H]1CC[C@@H](NC(=O)C2CC2)[C@H](CO)O1)NCc1ccccc1Cl	-2.1	20.5	-0.8	-4.5	9.7	5.6	1.6	0.5
CCOc1ccccc1NC(=O)CN1CCc2ccccc2C1	9.0	x	0.0	-0.7	-0.1	-2.3	3.2	-2.4
COc1ccc(N=C2SC(C(=O)Nc3ccc(C(=O)O)cc3)CC(=O)N2Cc2cccs2)cc1 (configuration not stated)	-1.8	10.4	0.7	1.8	-14.6	1.8	-0.4	x
Cc1nc(SCC(=O)Nc2ccccc2Cl)oc1C	-6.7	2.6	0.0	0.5	-3.0	1.2	5.5	3.2
Cc1ccc(-c2csc(NC(=O)C3=NN(c4ccccc4)C(=O)CC3)n2)cc1	x	x	-0.1	-5.4	7.2	0.7	x	8.7
C=CCn1c(SCC(=O)Nc2ncc(Cc3ccc(Br)cc3)s2)nnc1-c1ccncc1	3.2	6.2	x	-0.7	7.4	12.6	-0.2	1.0
C[C@@H]1CN([C@@H](C)CO)C(=O)c2cc(NS(C)(=O)=O)ccc2O[C@@H]1CN(C)C(=O)Nc1ccccc1	-8.4	-1.3	0.0	-3.3	-3.3	-7.8	-1.1	1.3
COc1cccc(CNC(=O)[C@@H]2[C@@H](CO)[C@@H]3Cn4c(ccc(-c5cncnc5)c4=O)[C@H]2N3C(C)=O)c1	-33.3	x	0.8	-27.5	5.6	6.9	-1.8	-0.3
CN[C@H]1C[C@H]2c3cc(Oc4ccccc4C)ccc3CCN2C(=O)[C@H]1[C@H](C)O	16.5	0.5	0.1	1.2	-4.1	-16.2	1.9	x
CCN(c1ccccc1)S(=O)(=O)c1ccc(OC)c(NC(=O)CN2C(=O)NC(C)(C)C2=O)c1	-3.6	7.5	0.0	0.7	-3.1	-9.5	-1.7	1.6
Cc1ccc(CN2CCN(CC(=O)N/N=C/c3ccc(C)o3)CC2)cc1	x	-8.7	0.0	-1.3	x	-1.3	-0.6	-2.0
CCCCN(C(=O)C(C)(C)Oc1ccc(Cl)cc1)c1c(N)n(CCC)c(=O)[nH]c1=O	-9.0	6.9	-0.1	-0.3	2.4	5.5	-2.8	-0.6

Structures from the list above with a Cl atom (10):
SMILES	C2C12 statin	PGC1a acetyl inh	XiGFP reactiv	SIRT5 block	LGR2 inh	S100A4 inh HTS	Cneo AK release	ERAP1 inh
O=C(COc1ccc(Br)cc1Cl)NC1CCCCC1	x	x	0.0	-0.6	-75.1	1.4	x	-0.1
C[C@H]1CN([C@@H](C)CO)C(=O)c2cc(NC(=O)C3CC3)ccc2O[C@H]1CN(C)S(=O)(=O)c1ccc(Cl)cc1	11.2	-2.6	0.1	-1.8	-8.7	-19.7	6.9	0.3
Cn1nc(C(C)(C)C)cc1C(=O)N1CCCCC1c1cc(C(=O)Nc2ccc(F)c(Cl)c2)no1 (configuration not stated)	-4.8	8.0	0.0	x	x	0.3	2.3	-1.0
O=C(NCCN1CCCC1)c1ccc2c(c1)N(Cc1cccc(Cl)c1)C(=O)c1ccccc1S2(=O)=O	-10.8	x	0.1	-1.0	6.3	-9.6	2.7	-3.5
COc1cc(NC(=O)Cn2cnc3ccccc3c2=O)c(OC)cc1Cl	6.7	x	0.1	-2.5	1.2	-2.6	0.8	14.6
CC(NC(=O)Cn1cc(C(F)(F)F)cc(Cl)c1=O)c1ccccc1 (configuration not stated)	2.2	x	0.4	-1.6	-3.3	-5.2	x	-1.5
COc1ccc(CNC(=O)COC(=O)CC(NC(N)=O)c2ccc(Cl)cc2)cc1OC (configuration not stated)	5.3	-2.6	0.4	-3.2	3.2	-0.2	-0.4	3.5
O=C(C[C@H]1CC[C@@H](NC(=O)C2CC2)[C@H](CO)O1)NCc1ccccc1Cl	-2.1	20.5	-0.8	-4.5	9.7	5.6	1.6	0.5
Cc1nc(SCC(=O)Nc2ccccc2Cl)oc1C	-6.7	2.6	0.0	0.5	-3.0	1.2	5.5	3.2
CCCCN(C(=O)C(C)(C)Oc1ccc(Cl)cc1)c1c(N)n(CCC)c(=O)[nH]c1=O	-9.0	6.9	-0.1	-0.3	2.4	5.5	-2.8	-0.6

Complete entries as entered above. Order of values: C2C12 statin	PGC1a acetyl inh	XiGFP reactiv	SIRT5 block	LGR2 inh	S100A4 inh HTS	Cneo AK release	ERAP1 inh
Cc1ccc(CN2CCN(CC(=O)N/N=C/c3ccc(C)o3)CC2)cc1 in the list: x	-8.7	0.0	-1.3	x	-1.3	-0.6	-2.0
C=CCn1c(SCC(=O)Nc2ncc(Cc3ccc(Br)cc3)s2)nnc1-c1ccncc1 in the list: 3.2	6.2	x	-0.7	7.4	12.6	-0.2	1.0

These rows are one share of the data (hit frequency here may not be typical).
